# Source: PubChem (several laboratories)
# Runt-SMMHC FRET: blocks binding of human RUNX1 Runt domain to CBFb-SMMHC; Q01196+Q13951; Cerulean-Runt/Venus-CBFb-SMMHC FRET ratio 530/480, 1 h; inhibition, % at 20 µM; 220,000 compounds, 0.74% hits; AID 1434;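 active = mean inhibition across duplicate retests at 20 µM reaching about 50%, limit read from the data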;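 also: 0% = DMSO wells and 100% = wells with excess untagged CBFb-SMMHC; inhibitors lower the FRET ratio by blocking Runt binding to CBFb-SMMHC; some results filed as inactive read as strong as hits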
# Target sequence (Q01196 whole entry, looked up, the tested form may be a part): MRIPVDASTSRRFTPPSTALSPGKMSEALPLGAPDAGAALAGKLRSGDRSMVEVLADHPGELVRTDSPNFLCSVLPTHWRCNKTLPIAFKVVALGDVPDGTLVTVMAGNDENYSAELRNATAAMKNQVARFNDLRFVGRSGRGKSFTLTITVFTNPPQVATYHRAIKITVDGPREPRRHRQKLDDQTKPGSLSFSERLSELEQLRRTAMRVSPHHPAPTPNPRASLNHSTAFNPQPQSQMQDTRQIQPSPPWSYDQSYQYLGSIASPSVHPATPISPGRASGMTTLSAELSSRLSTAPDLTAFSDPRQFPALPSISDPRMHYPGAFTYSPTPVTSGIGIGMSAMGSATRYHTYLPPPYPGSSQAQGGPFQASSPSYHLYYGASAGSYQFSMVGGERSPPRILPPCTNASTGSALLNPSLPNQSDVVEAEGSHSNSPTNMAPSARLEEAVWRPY
# Target sequence (Q13951 whole entry, looked up, the tested form may be a part): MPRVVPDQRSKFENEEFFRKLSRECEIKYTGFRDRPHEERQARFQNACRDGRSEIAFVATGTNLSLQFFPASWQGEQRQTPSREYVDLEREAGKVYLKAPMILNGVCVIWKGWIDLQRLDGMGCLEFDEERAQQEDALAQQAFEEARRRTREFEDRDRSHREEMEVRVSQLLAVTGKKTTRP
# m-calpain inh: inhibitors of pig calpain II | AID 1236 | purified calpain II, fluorogenic peptide substrate, 30 min | 220,000 compounds, 0.37% hits | inhibition, % at 16 µM;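 active = inhibition above about 50%, limit read from the data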
# p97 ATPase inh: inhibitors of human p97 ATPase; P55072; recombinant p97 ATPase, Kinase-Glo ATP luminescence, 3 h; inhibition, % at 8 µM; 220,000 compounds, 0.42% hits; in the data active = inhibition above about 15%;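 also: 0% = DMSO vehicle and 100% = wells lacking enzyme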
# Tb hexokinase: blocks Trypanosoma brucei hexokinase 1 activity; recombinant TbHK1, G6PDH-coupled NADH A340; inhibition, % at 10 µM; 220,000 compounds, 0.11% hits;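 active = inhibition of 50% or more in the single-dose primary screen; inactive = inhibition below 50%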
# EBV gp42 inh: inhibitors of Epstein-Barr virus glycoprotein 42 | Q1HVG2 | Fluorescence polarization binding assay, mP read-out | inhibition, % (tested at 21.74 µM) | 220,000 compounds, 0.42% hits | AID 1085; in the data active = inhibition above about 50%
# Target sequence (Q1HVG2 whole entry, looked up): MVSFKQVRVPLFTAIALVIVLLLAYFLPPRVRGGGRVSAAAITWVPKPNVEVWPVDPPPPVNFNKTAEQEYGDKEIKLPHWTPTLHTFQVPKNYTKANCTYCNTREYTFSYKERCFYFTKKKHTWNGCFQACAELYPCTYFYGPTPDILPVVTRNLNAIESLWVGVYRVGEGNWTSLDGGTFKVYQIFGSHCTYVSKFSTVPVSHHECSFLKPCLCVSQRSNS
# Furin inh: blocks human furin protease activity; purified furin, fluorogenic substrate cleavage; 220,000 compounds, 0.061% hits; P09958; inhibition, % at 30 µM; in the data active = inhibition above about 25%; also: inactives centre near -15
# p47phox inh: blocks human p47phox regulatory protein of NADPH oxidases; P14598; p47phox/p22phox peptide binding, fluorescence polarization, 2 h; inhibition, % at 24.7 µM; 220,000 compounds, 0.53% hits;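 active = inhibition above about 30%, limit read from the data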;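 also: 0% = p47phox with labelled peptide and 100% = labelled peptide alone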
# Runt-CBFb FRET: Runt domain-CBFb interaction inhibition. Q01196+Q13951. Cerulean-Runt/Venus-CBFb FRET ratio 530/480, 1 h. inhibition, % at 20 µM. 220,000 compounds, 0.46% hits;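 active = inhibition over about 50% at 20 µM in the single-dose screen, limit read from the data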;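 also: 0% = DMSO wells and 100% = excess unlabeled CBFb competitor control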
#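 Assay system: Cerulean-tagged RUNX1 Runt domain (FRET donor) fusion protein / Amount: 100 nM each of Venus-CBFb and Cerulean-Runt domain / Medium: Tris buffer pH 7.5 with salts and BSA / Also added: Venus-CBFb 100 nM / Schedule: 1 h complex formation plus 1 h compound treatment, room temperature / Signal: FRET fluorescence / Read-out: loss of energy transfer signal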
# RBBP9 inh: human RBBP9 hydrolase inhibition; O75884; recombinant RBBP9, FP-Rh probe fluorescence polarization; inhibition, % at 7.94 µM; 220,000 compounds, 0.2% hits; AID 1515;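 active = inhibition above the campaign mean of all tested compounds plus 3 SD, cut at about 14% in these data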;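 also: plate controls were DMSO wells with RBBP9 for no effect and wells lacking RBBP9 protein for full effect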
# Target sequence (O75884 whole entry, looked up): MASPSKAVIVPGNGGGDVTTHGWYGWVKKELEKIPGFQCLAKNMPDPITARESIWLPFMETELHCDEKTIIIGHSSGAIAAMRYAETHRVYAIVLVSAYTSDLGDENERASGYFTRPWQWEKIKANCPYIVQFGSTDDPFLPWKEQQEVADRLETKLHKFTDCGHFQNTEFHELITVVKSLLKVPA
#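 Test system: recombinant human RBBP9; Timing: 30 min then 45 min, 25 °C; Detection: fluorescence polarization; Control set: RBBP9 with DMSO as uninhibited control, no-protein wells as full inhibition; Compound dosing: one concentration, 7.94 µM nominal, 0.794% DMSO; Probe or stimulus: FP-Rh activity-based probe, 375 nM before mixing.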
# Numbers without * were called inactive; · = no result given; [ ] = another dose, or the depositor's remark.
SMILES,Runt-SMMHC FRET,m-calpain inh,p97 ATPase inh,Tb hexokinase,EBV gp42 inh,Furin inh,p47phox inh,Runt-CBFb FRET,RBBP9 inh
CCN(CC)S(=O)(=O)c1cccc(C(=O)NC(C(=O)NC2=NCCS2)C(C)C)c1 (stereo not given),0,-6,5,1,-14,-17,-11,0,-6
CCOC(=O)C1(CC2CCCCO2)CCN(Cc2nc(C(C)C)cs2)CC1 (stereo not given),2,-15,0,-9,-7,-19,4,-1,-5
COc1cc2c(=O)n(Cc3ccccc3)c(=O)n(CC(=O)NCc3ccco3)c2cc1OC,1,-57,6,-3,-8,18[20 µM],19,0,-1
Cc1ccccc1NS(=O)(=O)c1cc(OCC(N)=O)c(C)cc1Cl,-1,-20,2,-1,-5,-33,-3,0,-1
O=[N+]([O-])c1cccnc1N1CCOCC1,-2,-6,3,1,-9,-13,-4,0,2
O=C(CC1CS(=O)(=O)CC1CC(=O)Oc1ccccc1F)Oc1ccccc1F (stereo not given),1,15,-3,1,-13,-5,-2,-4,-1
CC(=O)Nc1sc2c(c1C#N)CCC2,1,-19,2,-8,-1,-30,-1,2,-5
COc1ccc(C)cc1NC(=S)NNC(=O)c1c(Br)cnn1C,0,-11,2,-7,-12,-16,3,4,-4
O=C(O)CCCN1C(=O)/C(=C/c2ccncc2)SC1=S,-3,-7,3,-39,-25,-10,-14,6,-9
O=C(CCn1c(=S)oc2ccccc21)N1CCN(c2ccc(F)cc2)CC1,0,0,3,0,-17,-12,-4,1,4
CC1=CC(C)C2(CO)COC(c3ccccc3O)C1C2C (stereo not given),-1,27,-1,-7,1,-12[20 µM],-4,-1,1
Cc1cccc(N2C(=O)CC(c3ccc(F)cc3)C3=C2COC3=O)c1 (stereo not given),0,-27,6,-4,-15,-18,10,1,-1
CCOC(=O)N1CCN(C(=O)N2CCOCC2)CC1,-1,-10,8,3,-6,-15[20 µM],-9,-2,-1
O=C(NCCN1C(=O)S/C(=C\c2ccc(Cl)c(Cl)c2)C1=O)c1cnccn1,3,-19,-3,-5,0,-10,1,2,-9
CCn1cc(CNc2nc3nonc3nc2N2CCCCC2)cn1,1,-2,-2,-46,-12,-8,-4,0,-7
Cc1nn(CCC(=O)NNC(=S)Nc2ccc(Cl)cc2)c(C)c1[N+](=O)[O-],-1,-10,-2,7,-14,-11[20 µM],-20,6,-4
CC(C)(C)NC(=O)Nc1cccc(Cl)c1Cl,0,0,1,-1,-5,-24,3,0,3
COc1ccc(/C=C/C(=O)c2c(O)cc(C)oc2=O)c(OC)c1,-26,-35,2,-5,-47,-9,-21,-6,2
Clc1cccc(N2CCN(CCNc3nc4ccccc4n4cnnc34)CC2)c1,-3,-26,2,4,6,-19,-34,-6,-7
COc1ccc(O)c(/C=N/NC(=O)CSc2nnc(C)n2-c2ccccc2)c1,0,-7,-2,-15,-16,-20[20 µM],-17,0,-2
Cc1cccc2[nH]c3c(N4CC=C(c5ccc(F)cc5)CC4)ncnc3c12,2,-21,4,-27,-23,-34,-36,0,-7
COc1ccc(CN2CCN(Cc3csc(C(C)=O)c3)CC2CCO)c(C)c1C (stereo not given),-1,-28,2,-2,-15,-15,-14,2,0
COc1ccc(/C=C/C(=O)N2CCCc3ccccc32)cc1,2,26,1,17,-4,7,-6,-5,-6
COC(=O)Cc1cc(=O)n2[nH]cnc2n1,-5,2,3,0,-17,1[20 µM],7,-2,-3
CCCCSc1nc2c(cnn2-c2ccc(F)cc2)c(=O)[nH]1,1,-15,-1,2,-10,-11,3,-1,0
Cc1cc(=O)oc2c(C)c(OCC(=O)N(C)C)ccc12,-5,-91,0,-23,-10,-26[20 µM],-14,0,-4
O=C(NCc1ccco1)c1ccc2c(c1)N(Cc1ccc(Cl)cc1)CCS2,2,-126,7,0,-6,-29,-21,0,1
CCN(CC)C(=O)Cn1cc(C(=O)C(=O)N2CC=C(c3ccccc3)CC2)c2ccccc21,-28,-94,8,-8,-6,-31,-2,-16,2
Cc1ccccc1NC(=S)NC(NC(=O)C(C)(C)C)C(Cl)(Cl)Cl (stereo not given),5,11,3,0,-10,-3,-4,-1,-2
Cc1nc(CS(=O)(=O)c2ccccc2)cc(Sc2ccccc2Cl)n1,3,-1,2,-3,-11,-5[20 µM],-18,2,2
Cc1cc(C)c2c(=O)n(-c3ccccc3)[nH]c2n1,-4,9,-3,-5,-3,-5,-20,-2,-6
O=C(O)CSCc1nc2ccccc2s1,4,-21,2,1,-19,-10,6,-1,-3
CS(=O)(=O)c1sc2nc(-c3ccccc3)cc(-c3ccccc3)c2c1N,84*,-374,3,-13,-19,-18[20 µM],-29,22,3
CC(=O)CC(=O)Nc1cccc2c1CCCC2,1,-18,1,5,-10,-29,-13,0,-6
COC(=O)CSc1nc2c(c(=O)[nH]c(=O)n2C)n1CCC(C)C,3,28,-1,-1,0,-21[20 µM],0,-1,-6
O=C(Nc1ccc(F)cc1F)N1CCN(C/C=C/c2ccccc2)CC1,3,-15,-15,0,-13,-21,-1,3,-5
COC(=O)Nc1ccc(S(=O)(=O)Nc2ccc(O)cc2)cc1,9,-8,-3,1,0,-17[20 µM],-13,2,-14
COC(=O)C(NC(=O)c1ccco1)(Nc1cc(C)ccn1)C(F)(F)F (stereo not given),17,-12,2,8,-20,-14[20 µM],-4,2,0
COc1ccc2[nH]c(CN3CCC(CO)(CCOc4ccccc4)CC3)c(C)c2c1,2,-65,3,12,6,-36,-2,-2,-2
CCOC(=O)c1sc(N/N=C/c2cccc(C)c2)nc1C,-3,-7,1,-2,-5,-12[20 µM],-3,4,1

# Of the compounds above, these have a COOH group:
SMILES,Runt-SMMHC FRET,m-calpain inh,p97 ATPase inh,Tb hexokinase,EBV gp42 inh,Furin inh,p47phox inh,Runt-CBFb FRET,RBBP9 inh
O=C(O)CCCN1C(=O)/C(=C/c2ccncc2)SC1=S,-3,-7,3,-39,-25,-10,-14,6,-9
O=C(O)CSCc1nc2ccccc2s1,4,-21,2,1,-19,-10,6,-1,-3

# Going on with the list:
SMILES,Runt-SMMHC FRET,m-calpain inh,p97 ATPase inh,Tb hexokinase,EBV gp42 inh,Furin inh,p47phox inh,Runt-CBFb FRET,RBBP9 inh
COc1ccc(OC)c(-n2nnnc2SCC(=O)N2CCN(C(=O)c3ccco3)CC2)c1,-1,-21,2,-3,-23,-33,-14,0,-8
O=C(NCCc1c[nH]c2ccccc12)C(=O)NCC1OCCCN1S(=O)(=O)c1ccccc1 (stereo not given),-6,-16,8,2,-11,-24,-23,1,-6
CC(C)(C)C(O)CN1CCCC1 (stereo not given),2,-25,3,-8,-7,-31,4,-1,3
CCOC(=O)c1nnn(-c2nonc2N)c1-c1ccc(Cl)cc1,2,24,-6,10,-1,-6,4,-2,-13
O=[N+]([O-])c1cccc(-c2nnc(-c3ccccc3)o2)c1,-2,-19,6,4,-19,-21,-8,1,-4
Cc1ccc(Oc2ncccc2NC(=O)CC2(CC(=O)O)CCCC2)c2c1CCC2,3,-15,-4,-4,-7,-2,-9,4,-8
O=C(N/N=C/c1cccs1)c1cncc(Br)c1,3,13,13,-17,-8,-11,-5,0,4
COCCNC(=O)c1ccccc1N(Cc1ccccc1)S(=O)(=O)c1ccc(C)cc1,·,-10,-2,-2,-10,-22,-2,·,1
O=C(CSc1nnc(C2COc3ccccc3O2)o1)N1CCCCC1 (stereo not given),2,11,2,-3,-15,-35,-10,-1,-6
CC(C)(C)NC(=O)c1ccccc1-c1nc(-c2ccccc2Cl)no1,2,-18,1,-3,-16,-12,43*,-4,4
Cc1ccc(S(=O)(=O)NCC(=O)N/N=C/c2ccc(Cl)cc2Cl)cc1,-1,27,5,2,-22,-8,-5,-1,-2
Cc1noc(C)c1S(=O)(=O)N(CC(=O)O)c1ccc2c(c1)OCO2,0,-46,-2,6,-3,-13,-14,0,-4
O=C(/C=C/c1ccccc1Cl)c1cccnc1,4,-6,1,-26,-24,-21[20 µM],-3,5,-5
Cc1noc(C)c1S(=O)(=O)N1CCC(Cc2ccccc2)CC1,-3,5,-4,2,-20,-19,-2,-2,-7
Cc1ccc(N=Cc2nc(-c3ccc(C)cc3)oc2O)cc1,-16,-1,-1,-14,-19,-10,·,-14,3
CCC(=O)Nc1cc(-c2nn(CC(=O)N3CCCCC3)c(=O)c3ccccc23)ccc1N1CCOCC1,0,-22,0,-8,-19,-9[20 µM],-15,2,4
Cn1c(=O)c2c(-c3ccccc3)n(Cc3cccnc3)cc2n(C)c1=O,-2,-17,-2,10,0,-1,-12,-2,5
CCCCSc1nc2sc3c(c2c(=O)[nH]1)CCC3,-130,12,-2,-7,0,-10[20 µM],-1,0,-9
CSc1nc2[nH]c3c(c2c2nnnn12)CCCC3,-3,-238,3,-25,4,-13,-14,4,11
CC(=O)c1cc2c(cc1NC(=O)c1ccc(C)cc1)OCO2,-6,-146,5,-5,-15,-30,-8,0,-4

# For reference, some entries already given.
SMILES,Runt-SMMHC FRET,m-calpain inh,p97 ATPase inh,Tb hexokinase,EBV gp42 inh,Furin inh,p47phox inh,Runt-CBFb FRET,RBBP9 inh
COc1ccc(OC)c(-n2nnnc2SCC(=O)N2CCN(C(=O)c3ccco3)CC2)c1,-1,-21,2,-3,-23,-33,-14,0,-8
O=C(NCCc1c[nH]c2ccccc12)C(=O)NCC1OCCCN1S(=O)(=O)c1ccccc1 (stereo not given),-6,-16,8,2,-11,-24,-23,1,-6
CC(C)(C)C(O)CN1CCCC1 (stereo not given),2,-25,3,-8,-7,-31,4,-1,3
CCOC(=O)c1nnn(-c2nonc2N)c1-c1ccc(Cl)cc1,2,24,-6,10,-1,-6,4,-2,-13

# Following part:
SMILES,Runt-SMMHC FRET,m-calpain inh,p97 ATPase inh,Tb hexokinase,EBV gp42 inh,Furin inh,p47phox inh,Runt-CBFb FRET,RBBP9 inh
COc1ccccc1CC(=O)Nc1ccc(-c2noc(COc3cccc(C)c3C)n2)cc1,-3,17,-1,0,-13,-20,-68,0,-11
NS(=O)(=O)c1ccc(CNC(=S)Nc2ccc(Cl)c(Cl)c2)cc1,0,11,1,4,4,0,-10,2,-24
COc1ccc(C(=O)NNC(=O)C(=O)NCc2ccccc2)cc1,5,-18,5,-7,-11,-23,-7,2,2
COC(=O)[C@@H](NC(=O)N(C1CCCCC1)C1CCCCC1)C(C)C,4,12,-4,7,-20,-25,-10,0,-1
COc1cc(/C=C2\SC(c3ccc(C)cc3)=NC2=O)cc(OC)c1O,40,-38,7,-21,-23,-4[20 µM],-58,22,3
O=C(O)C1CCCCC1C(=O)Nc1ccc(-c2ccccc2)cc1 (stereo not given),-2,27,0,8,-1,-7,-1,-1,-9
COC(=O)c1ccc(Cl)c(NC(C)=O)c1,3,0,4,-7,-24,-17[20 µM],-6,2,4
CCCOC(=O)Nc1sc2c(c1C(=O)OCC)CCC2,2,2,6,-7,-18,-18,-17,2,-1
CCN(CC)c1nc(Oc2ccc(C(=O)OC)cc2)nc(N2CCOCC2)n1,-2,19,-2,-1,7,-16,12,-2,4
O=C(COC(=O)c1cccs1)Nc1ccccc1C(F)(F)F,0,27,-5,9,5,-20,5,0,-7
CCCNC(=O)c1cnc(Sc2ncc(C(F)(F)F)cc2Cl)n1C,0,-15,-6,-6,-7,-20[20 µM],-8,1,-9
COCCNC(=O)c1noc2c1CCc1cc(OC)ccc1-2,-2,-19,4,-2,-26,-25,-6,0,-6
C=CCn1c(C#N)c(N)sc1=N,-2,-11,3,-8,-18,-19,-11,-1,-1

# Outcome played no part in choosing rows; any-hit rate near 2.7%.
